CHRM1 antagonist = blocks human M1 muscarinic receptor; inhibition, % at 3 µM; CHO-K1 hM1, Fluo-8 calcium fluorescence, ACh EC80 antagonist; hit rate 1.3% among 360,000; P11229;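 active = percent inhibition above its own plate's cutoff, namely the mean of that plate's compound wells plus 3 SD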;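 note: peak over basal fluorescence ratio during 140 s after agonist addition; 0% = ACh EC80 plus DMSO and 100% = DMSO alone without agonist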
Target sequence (P11229 whole entry, looked up): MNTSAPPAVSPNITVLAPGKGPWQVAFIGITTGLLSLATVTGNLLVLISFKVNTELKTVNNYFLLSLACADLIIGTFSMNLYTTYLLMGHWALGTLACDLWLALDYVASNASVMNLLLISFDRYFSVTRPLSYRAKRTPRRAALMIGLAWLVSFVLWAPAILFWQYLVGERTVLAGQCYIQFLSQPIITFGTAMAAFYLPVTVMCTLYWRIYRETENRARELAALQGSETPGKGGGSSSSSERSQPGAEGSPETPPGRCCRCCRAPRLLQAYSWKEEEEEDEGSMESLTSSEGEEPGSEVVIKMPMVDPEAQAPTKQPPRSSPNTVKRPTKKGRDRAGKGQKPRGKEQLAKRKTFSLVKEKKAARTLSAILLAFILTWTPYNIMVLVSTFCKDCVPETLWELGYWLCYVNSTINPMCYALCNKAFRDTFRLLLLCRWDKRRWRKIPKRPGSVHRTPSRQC
CHO parental Ca = signal in parental CHO cells, OX1R antagonist counter-screen | parental CHO-K1, ATP-induced calcium, Fluo-8 fluorescence | inhibition, % at 5.6 µM | hit rate 0.63% among 330,000;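 active = inhibition above that plate's mean sample inhibition plus 3 SD, cut at about 26% in these data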;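 note: 0% = ATP-challenged DMSO wells and 100% = DMSO wells without ATP; some compounds past the cut are filed as inactive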
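Assay system: parental CHO cells; Read-out basis: percent inhibition of ATP-evoked calcium rise, normalized to controls; Benchmarks: ATP and no-ATP DMSO wells; Compound dosing: single nominal dose of 5.6 µM per compound; Signal: Fluo-8 calcium dye fluorescence; Also added: ATP as calcium-mobilizing challenge; Repeats: singlicate.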
TAAR1 agonist = human TAAR1 agonism; CHO RD-HGA16 TAAR1, Fluo-8 calcium fluorescence; vehicle wells 0%, saturating PEA agonist 100%; activation, % at 3 µM; hit rate 0.99% among 360,000; AID 624467;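 active = activation above the mean activation of all test compounds in the run plus 3 SD, cut at about 38% in these data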
Target sequence (Q96RJ0 whole entry, looked up): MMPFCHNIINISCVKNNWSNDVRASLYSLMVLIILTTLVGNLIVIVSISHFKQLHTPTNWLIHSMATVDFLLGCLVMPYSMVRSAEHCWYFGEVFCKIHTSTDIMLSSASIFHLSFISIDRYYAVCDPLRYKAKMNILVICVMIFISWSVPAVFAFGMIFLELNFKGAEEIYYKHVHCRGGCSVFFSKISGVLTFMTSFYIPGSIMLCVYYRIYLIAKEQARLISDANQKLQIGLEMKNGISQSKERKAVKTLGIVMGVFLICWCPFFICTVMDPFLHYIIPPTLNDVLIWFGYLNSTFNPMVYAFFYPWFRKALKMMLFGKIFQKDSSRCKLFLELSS
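Test system: RD-HGA16 (CHO) cells co-expressing Gα16 and hTAAR1 | Doses: Single dose, 3 µM | Schedule: 17-24 h seeding, 75 min 37 °C dye, 30 min RT | Evaluation: % activation from peak over basal fluorescence ratio, DMSO-to-PEA scaled | Technique: Kinetic Fluo-8 calcium fluorescence | Benchmarks: Low control DMSO, high control PEA (EC100)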
CHRM1 agonist = agonists of human M1 muscarinic receptor. P11229. CHO-K1 hM1, Fluo-8 calcium fluorescence, agonist mode; 0% DMSO, 100% acetylcholine EC100. activation, % at 3 µM. hit rate 0.33% among 360,000. AID 588814;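 active = activation above the run's mean compound activation plus 3 SD, cut at about 16% in these data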;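 note: peak over basal fluorescence ratio within a 140 s kinetic read after compound addition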
M1 PAM parental = nonselective activator or artifact in parental CHO-K1 calcium assay | ATP EC20, Fluo-8 calcium fluorescence; 0% at ATP EC20, 100% at ATP max | activation, % at 3 µM | hit rate 0.02% among 360,000 | AID 602247;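 active = activation above the run cutoff, the mean activation of all test compounds plus 3 SD, cut at about 40% in these data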;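 note: peak over basal fluorescence ratio in a 140 s read after ATP addition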
TAAR1 antagonist = antagonists of human TAAR1. hit rate 1.5% among 360,000. inhibition, % at 3 µM. CHO RD-HGA16 TAAR1, Fluo-8 calcium fluorescence, antagonist. Q96RJ0;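 active = inhibition above a per-plate cutoff, the mean inhibition of test compounds on that plate plus 3 SD, cut at about 49% in these data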;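 note: 0% = DMSO plus EC80 beta-PEA response and 100% = DMSO alone without agonist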
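System: RD-HGA16 CHO cells with stable hTAAR1 and Gα16 | Probe or stimulus: EC80 β-phenethylamine stimulus | Dosing: 3 µM, single point | Times: Dye loading 75 min at 37 °C, then 30 min room temperature | Measured by: Fluo-8 calcium-sensitive fluorescence | Read-out basis: % inhibition of agonist calcium response | Replicates: n of 1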
CHO-K1 Ca ag = nonselective activator or artifact in parental CHO-K1 cells; Fluo-8 calcium fluorescence; scaled to maximal ATP response, vehicle zero; activation, % at 3 µM; hit rate 0.48% among 360,000; in the data active = activation above about 15%;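 note: untransfected CHO-K1 host cells lacking M1 receptor as counterscreen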
CHO-K1 Ca antag = counter-screen for M1 antagonists: effect in parental CHO-K1 cells. inhibition, % at 3 µM. AID 602250. ATP-induced calcium, Fluo-8 fluorescence. hit rate 0.6% among 360,000;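 active = inhibition above a per-plate cutoff, the plate's mean sample inhibition plus 3 SD, cut at about 24% in these data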;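 note: 0% = DMSO plus EC80 ATP and 100% = DMSO alone without ATP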
M1 PAM = positive allosteric modulators of human M1 muscarinic receptor. activation, % at 3 µM. hit rate 0.088% among 360,000. CHO-K1 hM1, Fluo-8 calcium fluorescence, ACh EC20; 0% = ACh EC20, 100% = maximal ACh. P11229; in the data active = activation above about 19%, passing the limit was not always enough
The depositor's hits bear a star; . = no result given.

Compound	CHRM1 antagonist	CHO parental Ca	TAAR1 agonist	CHRM1 agonist	M1 PAM parental	TAAR1 antagonist	CHO-K1 Ca ag	CHO-K1 Ca antag	M1 PAM
CCCC(=O)N1CCC1(C)C(=O)Nc1ccc(-n2cncn2)cc1 (stereo unspecified)	-16	.	2	-2	24	-9	1.9	-6	13
Cc1ccc(C(=O)C2CCN(S(=O)(=O)c3ccc(C(=O)O)cc3)CC2)cc1	-3	-8	-4	-5	0	-3	-0.3	-13	2
COc1cccc(CNC(=O)[C@@H]2CCCN2C(=O)[C@@H]2CCCN2C(=O)OC(C)(C)C)c1	.	.	1	.	19	-3	0.5	-23	.
N#Cc1c(/N=C/c2ccco2)oc(-c2ccccc2)c1-c1ccccc1	-9	-7	1	-1	16	-7	0.4	-4	4
O=C(CSc1nnc(C2CC2)n1C1CC1)c1cc(F)ccc1F	-17	.	7	0	4	-23	-0.3	-3	10
COC(=O)C1=NNC(C(=O)OC)C1c1ccccc1 (stereo unspecified)	-8	.	1	-3	-6	-5	-0.1	-2	1
Cc1ccc(NC(=O)CSc2nnnn2C2CC2)cc1S(=O)(=O)N1CCOCC1	-8	.	4	-2	-16	-29	0.6	4	5
CC(=O)N1CCN(C(=O)CCNS(=O)(=O)c2ccccc2)CC1	-18	-11	7	-2	22	15	0.7	-14	10
c1csc(-c2nc3ccccn3c2NC2CCCCC2)c1	-7	-26	4	-8	1	2	0.2	11	12
CCn1c(C)nnc1SCC(=O)Nc1ccccc1OC	3	-14	2	-1	12	-29	0.4	-4	2
CCN(C(=O)COC(=O)c1nccnc1N)c1cccc2ccccc12	6	-12	1	-1	11	0	0.4	-6	-1
COc1cc(NC(=O)COc2ccccc2)ccc1NC(=O)c1ccco1	-7	-9	4	1	4	22	3.8	-11	8
C[C@H]1CN([C@@H](C)CO)C(=O)CCCn2nncc2CO[C@H]1CN(C)C(=O)Cc1ccccc1	-6	.	0	-6	15	-19	1.8	4	6
CC(C)=C[C@@H]1C[C@H](C)[C@H]2CC[C@H](C)c3c(O[C@@H]4O[C@@H](C)[C@@H](O)[C@@H](O)[C@@H]4O)c(O)c(C)c1c32	-12	-14	.	8	3	.	0.1	-6	23
COc1ccc(NC(=O)CCN2C(=O)/C(=C/c3ccc4c(c3)OCO4)SC2=S)cc1	-20	7	1	-1	8	-12	0.5	-15	0
NC(N)=Nc1nc(C2COc3ccccc3O2)cs1 (stereo unspecified)	-1	-4	4	-4	17	-6	1.5	2	6
CCCCN1CC(COc2ccccc2)OC1=O (stereo unspecified)	-22	-10	4	-4	-7	-14	0.0	-15	6
CCOc1ccc(/C=C/C(=O)Nc2ccc(N3CCOCC3)cc2)cc1	-24	-2	11	-3	22	-11	0.8	-12	2
CSc1cccc(NC(=S)N(Cc2ccccc2)Cc2cccnc2)c1	8	-13	-1	-5	-12	-9	1.5	19	-2
O=C(COC(=O)C1=COCCO1)NC(=O)c1ccc(OC(F)F)cc1	-12	18	2	-3	9	-2	0.6	-20	11
CN1CCN(c2ccc(S(=O)(=O)N3CCCCC3)cc2NC(=O)/C=C/c2ccc(Cl)c([N+](=O)[O-])c2)CC1	6	-12	7	-7	7	0	1.4	1	-4
C=CCN=C1SC(C)(C)C(=O)N1S(=O)(=O)c1ccc(C)cc1	-14	-20	3	-10	-13	-2	0.1	10	14
CC(Oc1ccc(-c2nccc(-c3ccccn3)n2)cc1)C(=O)NN (stereo unspecified)	-12	-25	1	0	23	-3	0.4	-15	7
COc1ccc(CCNCc2ccc(OCc3ccccc3)cc2)cc1	-3	-15	44*	-8	1	-9	3.5	4	-1
COc1ccccc1C(=O)NNC(=O)c1ccc(NC(=O)c2ccccc2)cc1	7	-13	5	-2	23	10	2.0	-11	3
CC(O)c1cccc(NC2=CC(=O)CC(C)(C)C2)c1 (stereo unspecified)	4	8	9	-4	-4	4	1.2	-5	0
COc1ccc(NC(=O)CCC(=O)OCc2ccc(C(=O)Oc3ccc(Cl)cc3)cc2)cc1	5	-4	9	-2	9	6	0.0	-1	-5
C=CCn1c(=NC(=O)C2COc3ccccc3O2)sc2cc(S(N)(=O)=O)ccc21 (stereo unspecified)	0	10	19	-5	16	42	5.2	-1	-1
CCCCC(=O)Nc1ccc(F)c(Cl)c1	-3	3	6	-3	15	-10	1.8	-5	5
CCCn1nnc(NC(=O)c2ccc(Br)cc2)n1	-21	-3	1	4	2	-6	-0.2	-2	14
O=S1(=O)c2ccccc2C(O)(c2ccccc2)c2ccccc21	-12	.	0	-6	23	0	0.5	-16	7
Cc1ccc(OCC(=O)Nc2sc3c(c2C#N)CCC3)cc1	-14	-18	0	-2	23	51*	1.3	-24	10
O=C(Nc1ccccc1)C1=C(O)CC(c2ccoc2)CC1=Nc1ccccc1 (stereo unspecified)	-6	0	3	0	0	0	0.3	-11	4
COc1ccc(NC(=O)C(C)N2C(=O)c3ccccc3S2(=O)=O)c(OC)c1 (stereo unspecified)	-3	-10	0	-2	4	-8	0.8	-9	4
Cc1nn(-c2cccc3cccnc23)c(=O)c2ccccc12	-23	-14	0	-3	12	11	-0.2	-9	1
COc1ccc(CNC(=S)Nc2ccccc2Cl)cc1	-7	-4	2	-2	-19	-7	-0.2	11	12
COc1cc(/C=C/c2ccc3c(Br)cc(Br)c(O)c3n2)ccc1O	-7	13	5	0	-1	-10	1.0	-6	2
Cc1ccc(OCC(=O)N(C)CCc2ccccn2)cc1	-2	10	11	-4	17	15	0.5	-23	4
CCOC(=O)C1=C[C@@H](c2ccccc2)N(S(=O)(=O)c2ccc(C)cc2)[C@H]1c1cccc(Cl)c1	13	.	4	-3	-4	-2	0.5	3	-9
Cc1nn(C2CCS(=O)(=O)C2)c(Cl)c1/C=C/C(=O)OCC(=O)N(C)C (stereo unspecified)	-15	-3	0	-2	-14	15	0.3	-13	12
CCC(=O)N1c2ccc(S(=O)(=O)CCC(=O)N3CCN(c4ccccc4)CC3)cc2CC1C (stereo unspecified)	13	-16	9	-4	-7	-6	1.4	24*	-7
CC(=O)NS(=O)(=O)c1ccc(NC(=O)c2cccc3ccccc23)cc1	-11	1	0	-4	0	-18	1.3	-5	13
Cc1cc(OCCNCCO)cc(C)c1Cl	-12	-12	20	-3	23	3	1.2	-6	11
COc1cc2cc(C)c(SCC(=O)N3CCOCC3)nc2cc1OC	-13	-7	0	-4	18	-17	0.7	-8	6
CCc1ccccc1NC(=O)CNC(=O)CNC(=O)c1cccs1	14	0	1	-2	-14	-9	-0.1	9	-5
O=C(COC(=O)CN1C(=O)C2CCCCC2C1=O)NC1CCS(=O)(=O)C1 (stereo unspecified)	-1	2	1	-11	-5	12	0.0	14	0
CC1Cc2ccccc2N1C(=O)CSc1nnc(CNc2ccccc2)o1 (stereo unspecified)	5	-15	.	-7	11	.	14	3	-7
CC1(C(=O)NCc2ccc(Cl)cc2)CCN1C(=O)c1cccc(F)c1 (stereo unspecified)	-21	.	7	-8	26	-22	0.2	-17	12
Oc1c(C=C2N=c3ccccc3=N2)sc(=S)n1C1CCCC1	-1	-4	5	-4	21	-15	0.5	-2	6
COCC(C)N1CCC(n2nccc2NC(=O)CCOc2ccccc2)CC1 (stereo unspecified)	0	-5	0	-4	5	-17	1.2	-10	2

(list continues)
Compound	CHRM1 antagonist	CHO parental Ca	TAAR1 agonist	CHRM1 agonist	M1 PAM parental	TAAR1 antagonist	CHO-K1 Ca ag	CHO-K1 Ca antag	M1 PAM
O=C(Nc1nc2c(F)cc(F)cc2s1)c1ccco1	-4	1	8	-1	10	-5	1.1	-6	5
N/C(=N\OC(=O)c1ccco1)c1ccccn1	0	4	1	-5	24	9	1.6	-11	2
Cc1cc(C(=O)COC(=O)c2ccc[nH]c2=O)c(C)n1-c1ccccc1F	-10	-9	0	-5	3	-24	1.5	-4	6
CCCCNC(=O)Nc1ccccc1Br	-11	5	3	-9	19	2	-0.1	-5	6
CC(C)CNc1cc(=O)n(C)c(=O)n1C	-23	-5	6	-3	14	5	0.4	-11	1
CCN(CC(=O)NCc1cccs1)C(=O)Cc1ccc(Cl)c(Cl)c1	-9	-15	0	-4	5	0	0.4	-11	1
COC(CNC(=O)c1cc(S(=O)(=O)N2CCc3ccccc32)ccc1F)OC	1	-11	3	-4	-2	-8	0.5	3	3
CN(C(=O)Nc1ccc(Cl)cc1Cl)C1CCCC1	-9	-5	4	-10	23	-7	-0.5	-11	6
O=C(NNC(=O)C1CCCC1)c1ccccc1F	-17	-11	3	-5	9	-9	1.1	-9	13
CC(NC(=O)c1ccc(F)cc1)c1ccc2c(c1)CCCC2 (stereo unspecified)	11	-14	13	-3	-2	5	0.9	-1	-6
COc1ccc(-c2[nH]ncc2CN(C)CCCN2CCOCC2)cc1F	-1	-10	2	-9	16	3	0.4	-6	0
O=C(NCCNCc1cccs1)c1ccccc1F	-4	-11	2	-1	5	-12	0.6	-8	9
COc1ccccc1NC(=O)CCN1C(=O)c2ccccc2C1=O	-4	-15	11	-3	5	-17	-0.2	-2	5
NC(=O)c1ccc(-c2nnn(CC(=O)N(C3CCCCC3)C3CCS(=O)(=O)C3)n2)cc1 (stereo unspecified)	-8	-7	-3	-3	17	-6	0.4	-18	14
CS(=O)(=O)Cc1ccc(C(=O)Nc2cccc(-c3nc4ccccc4[nH]3)c2)cc1	12	-12	0	-4	-15	-13	-0.1	-2	-9
O=C(COc1ccccc1)N=C1SC2CS(=O)(=O)CC2N1c1ccccc1F (stereo unspecified)	-11	-14	1	-10	9	10	1.4	1	5
Cc1ccc(C(C)NC(=O)c2ccco2)cc1C (stereo unspecified)	-5	0	18	-5	3	3	0.4	-2	-1
CCCCCn1c(=O)[nH]c2cc(C(=O)NCc3ccco3)ccc2c1=O	4	-20	3	-2	6	35	3.8	12	1
CC(=O)N/C(=C\c1ccccc1)C(=O)OCC(=O)Nc1cc(S(=O)(=O)N(C)C)ccc1C	-2	8	17	2	6	0	3.8	3	2

Quoted at random: three records from the list.
Compound	CHRM1 antagonist	CHO parental Ca	TAAR1 agonist	CHRM1 agonist	M1 PAM parental	TAAR1 antagonist	CHO-K1 Ca ag	CHO-K1 Ca antag	M1 PAM
O=C(Nc1nc2c(F)cc(F)cc2s1)c1ccco1	-4	1	8	-1	10	-5	1.1	-6	5
N/C(=N\OC(=O)c1ccco1)c1ccccn1	0	4	1	-5	24	9	1.6	-11	2
CC(=O)N/C(=C\c1ccccc1)C(=O)OCC(=O)Nc1cc(S(=O)(=O)N(C)C)ccc1C	-2	8	17	2	6	0	3.8	3	2
